Tau fluor cs: counter-screen for tau fibril formation inhibitors | tau K18 P301L (four-repeat tau fragment) Alexa594 fluorescence, heparin fibrillization | Potency, µM (series often up to 57.7 µM), for the others: top-dose activity change, negative = decrease | hit rate 0.93% among 280,000; further: on the % scale 0 is the no-effect control and ±100 the full control effect; nearly all actives have a fitted effect of over 55% in size
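Human K18 P301L tau (15 uM unlabeled plus 0.24 uM Alexa 594-labeled, final) in 100 mM sodium acetate pH 7 was mixed with compound and 20 uM heparin and incubated 6 hr at 37 C.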
GAA inhib: inhibitors of human lysosomal alpha-glucosidase; P10253; purified human GAA, 4-MU-alpha-glucoside fluorescence; Potency, µM (doses to about 76.9 µM), inactives show top-dose activity change, negative = inhibition, most hits filed as inhibitors; hit rate 0.005% among 200,000; AID 1466;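 further: plate controls were uninhibited enzyme wells for no effect and no-enzyme background for full effect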
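Human alpha-glucosidase, 4 nM, pre-mixed with test compounds before 400 uM 4-methylumbelliferyl substrate; 20 min room temperature at pH 5.0. Fluorescence read after pH 10 stop; AC50 values from Hill-equation fits.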
Epigenetic derep: epigenetic control regulation, reporter derepression; murine LDR cells, GFP reporter derepression, 30 h; Potency, µM (titrated, usually from 53.9 µM), without a hit: top-dose GFP activation, actives largely listed as activators; hit rate 0.2% among 280,000; AID 1865; further: % of control where 0% means no effect; nearly all actives have a fitted effect of over 60% in size
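GFP-positive cell count by laser-scanning cytometry (objects 20–120 um) after 30 h, 37 C compound exposure of murine LDR cells; reporter is CMV-GFP integrated at a silenced locus, inducible by HDAC or DNMT inhibitors.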
ALDH1A1 block: inhibitors of human aldehyde dehydrogenase 1A1; hit rate 7.3% among 220,000; P00352; AID 1030; Potency, µM (doses to about 75.3 µM), inactives show at the top dose activity, negative = inhibition, usual class: inhibitors; Purified ALDH1A1, NADH fluorescence, propionaldehyde substrate; active means well fitted inhibition curve with a large enough effect, not every such curve was filed as active; inconclusive means small, poorly fitted or top-dose-only effect, or another doubt; inactive means no such curve, though single readings can be large or run the other way;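 further: plate controls were no enzyme wells and a reference inhibitor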
aGlu spleen mod: inhibitors or activators of human alpha-glucosidase in spleen homogenate; P10253; human spleen homogenate, 4-MU-alpha-glucoside fluorescence; Potency, µM (titrated, usually from 79.9 µM), for the others: at the highest dose activity change, negative = inhibition, hits mostly inhibitors; hit rate 0.006% among 240,000;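 further: 0% = enzyme with vehicle and -100% = no enzyme basal signal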
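AC50 values come from Hill-equation fits of concentration-response data, normalized to no-enzyme and full-activity controls. Enzyme source: 1 ug human spleen homogenate; 1 mM fluorogenic 4-MU glucoside, pH 5.0 citrate buffer, 37 C, 40 min.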
GAA glycogen: inhibitors or activators of human alpha-glucosidase glycogen cleavage; P10253; recombinant GAA, glycogen substrate, Amplex Red glucose oxidase fluorescence; Potency, µM (titrated, usually from 76.4 µM), inactives show at the top dose activity change, negative = inhibition, most hits filed as inhibitors; hit rate 0.38% among 300,000;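 further: 0% = full enzyme reaction and -100% = no-enzyme basal signal; the screen sought inhibitors and activators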
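Recombinant human enzyme (4 nM); glycogen substrate; 37 C, 40 min, pH 5.0. Readout: coupled glucose oxidase/Amplex Red fluorescence.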
NPSR antagonist: neuropeptide S receptor (human) antagonism, cAMP; Q6W5P4; CHO-NPSR cells, cAMP TR-FRET, antagonist mode; Potency, µM (series often up to 38.3 µM), inactives show at the highest dose activity change, negative = inhibition, most hits filed as inhibitors; hit rate 1% among 220,000; AID 1461; further: on the % scale 0 is the no-effect control and ±100 the full control effect; nearly all actives have a fitted effect of over 50% in size; many of its hits are not listed in these tables
Target sequence (Q6W5P4 whole entry, looked up): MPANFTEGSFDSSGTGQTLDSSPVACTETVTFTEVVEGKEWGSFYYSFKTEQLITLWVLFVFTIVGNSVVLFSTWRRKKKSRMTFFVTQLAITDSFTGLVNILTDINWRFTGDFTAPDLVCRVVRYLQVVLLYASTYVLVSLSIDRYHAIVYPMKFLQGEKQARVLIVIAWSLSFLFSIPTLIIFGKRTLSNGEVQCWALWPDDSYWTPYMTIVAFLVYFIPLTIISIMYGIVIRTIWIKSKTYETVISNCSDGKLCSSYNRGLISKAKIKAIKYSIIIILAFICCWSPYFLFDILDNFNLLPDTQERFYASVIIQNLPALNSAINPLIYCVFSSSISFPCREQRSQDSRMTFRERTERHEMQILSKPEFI
aGal spleen mod: alpha-galactosidase A (human) modulation; Potency, µM (series often up to 80 µM), without a hit: top-dose activity change, negative = inhibition, most hits filed as inhibitors; P06280; human spleen homogenate, 4MU-alpha-Gal fluorescence, 40 min; hit rate 0.008% among 240,000; AID 2107;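 further: 0% = enzyme with vehicle and -100% = no enzyme basal signal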
Target sequence (P06280 32-429 limits assumed): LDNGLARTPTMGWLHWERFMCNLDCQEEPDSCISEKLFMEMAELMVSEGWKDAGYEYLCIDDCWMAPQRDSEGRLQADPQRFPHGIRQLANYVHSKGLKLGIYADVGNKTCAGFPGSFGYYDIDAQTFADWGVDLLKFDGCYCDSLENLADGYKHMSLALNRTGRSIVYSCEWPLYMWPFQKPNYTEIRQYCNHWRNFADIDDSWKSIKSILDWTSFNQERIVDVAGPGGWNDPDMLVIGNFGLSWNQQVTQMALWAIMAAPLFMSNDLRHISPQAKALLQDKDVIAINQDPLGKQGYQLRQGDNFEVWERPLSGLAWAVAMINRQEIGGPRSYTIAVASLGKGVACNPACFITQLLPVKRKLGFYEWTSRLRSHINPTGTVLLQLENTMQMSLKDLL
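qHTS titration in buffer at pH 5.0. Alpha-galactosidase activity in spleen homogenate was measured via 4-methylumbelliferone release from 1 mM fluorogenic substrate after 40 min at 37C and a pH 10 stop. AC50 came from Hill fits of control-normalized data.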
* = called active by the depositor; ? = inconclusive; · = no result given; & = joins results of further samples; [ ] = remark or other dose. Unless noted, the call rests on the fitted dose curve; in most records, active means well fitted curve in the direction sought with a large enough effect; inconclusive means small, poorly fitted or top-dose-only effect, or another doubt; inactive means no such curve, though single readings can be large; an effect the other way counts as inactive or inconclusive. Potency means the concentration at half of the fitted maximal effect. These rows are one share of the data, so the mix of outcomes need not match the whole.

SMILES	Tau fluor cs	GAA inhib	Epigenetic derep	ALDH1A1 block	aGlu spleen mod	GAA glycogen	NPSR antagonist	aGal spleen mod
Cc1nn(Cc2ccc(C(=O)N3N=C(C(F)F)CC3(O)C(F)F)cc2)c(C)c1[N+](=O)[O-] (configuration not stated)	-22.3%	-1.9%	0.0%	4.1%	-7.3%	2.8%	-20.2%[46.1 µM]	-4.5%
O=C(CSc1nc(-c2ccccc2Cl)ns1)NCc1ccco1	-15.8%	2.5%	0.0%	-0.1%	5.0%	-0.7%	-6.8%[46.1 µM]	-14.2%
Fc1cccc(NC(=S)N2CCCCC2)c1	-8.7%	-1.9%	-0.3%	-1.4%	-0.5%	-1.5%	-3.2%[46.1 µM]	5.3%
COc1ccccc1-n1cnc2c(c1=O)c1nc3ccccc3nc1n2-c1ccc(C)c(C)c1	-8.7%	-0.2%	-1.0%	-3.6%	-3.6%	14.7%	-57.1%	-2.9%
Cc1cccc(NC(=O)CSc2nnc(-c3ccco3)c(-c3ccco3)n2)c1	?	-31.2%	1.0%	7.94µM*	-0.1%	-4.6%	21.9%	2.5%
Cc1nc(-c2cccc(S(=O)(=O)N3CCC(C)CC3)c2)cs1	-7.5%	-6.1%	-1.0%	?	-3.7%	-5.6%	-15.9%[46.1 µM]	8.8%
Cc1nn(Cc2ccc(C(=O)N3N=C(C(F)F)CC3(O)C(F)F)o2)c(C)c1[N+](=O)[O-] (configuration not stated)	-11.5%	0.1%	-1.0%	8.8%	-6.3%	2.9%	-9.2%	-10.0%
Cc1c(C(=O)Nc2ccccc2Cl)oc2ccc(S(=O)(=O)N3CCC4(CC3)OCCO4)cc12	-14.2%	7.1%	0.0%	?	5.4%	5.8%	-24.0%[46.1 µM]	8.3%
O=C(/C=C/Nc1ccc(F)cc1)c1ccc(Oc2ncccn2)cc1	-16.9%	-19.9%	1.0%	12.5%	-2.5%	2.5%	3.8%[46.1 µM]	3.7%
COc1cc(O)c(C(CCN2CCOCC2)c2ccc3c(c2)OCO3)c(OC)c1 (configuration not stated)	-19.5%	·	1.0%	·	0.7%&-0.2%	8.9%	21.0%	5.1%&5.8%
COc1ccccc1C(=O)NCCCNc1ccc([N+](=O)[O-])cc1	-8.7%	-3.9%	-1.1%	?	2.6%	-8.5%	-16.9%	-1.5%
CSC(=NC(C)c1ccccc1)NS(=O)(=O)c1cccs1 (configuration not stated)	-3.9%	-3.1%	-1.1%	6.9%	-7.3%	-3.1%	1.0%	2.3%
O=C(NC(=S)NCC1CCCO1)c1ccc(Cl)cc1 (configuration not stated)	-0.1%	0.3%	1.0%	?	-17.2%	-7.7%	8.4%	6.2%
CCn1cc(S(=O)(=O)c2ccc(C)cc2)[nH]c1=O	-5.1%	-6.0%	-3.6%	5.6%	7.4%	-14.7%	6.5%	1.6%
O=C(NCCn1cccc1)c1cccc2ccccc12	-4.2%	-13.1%	0.9%	-3.6%	4.4%	2.9%	-5.4%[46.1 µM]	3.8%
CC(=O)Nc1ccc(S(=O)(=O)Oc2ccc3c(c2)C(C)=CC(C)(C)N3)cc1	14.1µM*[quencher]	-3.5%	-0.9%	-8.5%	-0.9%	-4.7%	-1.6%	0.6%
Cc1cccc(Oc2ccc(N)cc2)c1	-18.3%	-1.2%	-0.1%	?	1.5%	5.7%	3.3%[46.1 µM]	1.2%
Nc1nnc(Cc2cccc(Br)c2)s1	-1.4%	·	1.1%	·	2.7%	10.1%	4.7%	4.7%
Cc1ccc(NC(=O)CN2C(=O)NC3(CCc4ccccc43)C2=O)cc1 (configuration not stated)	-5.2%	1.9%	3.8%	9.5%	-3.1%	4.0%	9.2%	0.7%
CC(C)CCN1C(=O)c2ccc(C(=O)NCc3ccco3)cc2C1=O	-15.7%	-2.4%	-1.1%	11.2µM*	-4.3%	-4.1%	-19.7%[46.1 µM]	-3.2%
COc1ccccc1NC(=O)Nc1ccccc1C(N)=O	1.4%	12.8%	-7.7%	1.6%	-3.1%	-2.2%	15.8%	15.1%
CCCn1nnc(NC(=O)C(C)C)n1	-8.5%	·	0.5%	·	-3.7%	4.8%	32.3%	0.4%
O=C(CSc1nc2c(c(=O)n1-c1ccc(Cl)cc1)SCC2)N1CCCC1	3.5%	2.2%	0.0%	6.5%	-15.1%	2.0%	-4.2%[46.1 µM]	4.9%
Cc1[nH]c2ccccc2c1-c1nc2ccccc2[nH]1	-27.6%	-3.5%	-1.0%	?	4.0%	-20.5%	?	-2.1%
Cn1c(=O)n(CCC(=O)O)c2ccccc21	-2.6%	0.7%	1.2%	-12.0%	2.0%	0.0%	-0.7%[46.1 µM]	-4.3%

Of the compounds above, these have a nitro group on carbon.
SMILES	Tau fluor cs	GAA inhib	Epigenetic derep	ALDH1A1 block	aGlu spleen mod	GAA glycogen	NPSR antagonist	aGal spleen mod
Cc1nn(Cc2ccc(C(=O)N3N=C(C(F)F)CC3(O)C(F)F)cc2)c(C)c1[N+](=O)[O-] (configuration not stated)	-22.3%	-1.9%	0.0%	4.1%	-7.3%	2.8%	-20.2%[46.1 µM]	-4.5%
Cc1nn(Cc2ccc(C(=O)N3N=C(C(F)F)CC3(O)C(F)F)o2)c(C)c1[N+](=O)[O-] (configuration not stated)	-11.5%	0.1%	-1.0%	8.8%	-6.3%	2.9%	-9.2%	-10.0%
COc1ccccc1C(=O)NCCCNc1ccc([N+](=O)[O-])cc1	-8.7%	-3.9%	-1.1%	?	2.6%	-8.5%	-16.9%	-1.5%

The listing continues:
SMILES	Tau fluor cs	GAA inhib	Epigenetic derep	ALDH1A1 block	aGlu spleen mod	GAA glycogen	NPSR antagonist	aGal spleen mod
c1ccc(-c2nc(N3CCN(c4ccccc4)CC3)nc(-n3ccnc3)n2)cc1	-10.3%	-2.3%	1.0%	-13.1%	-1.3%	2.1%	?	0.4%
Cc1ccc(C(=O)NCCc2nnc3ccc(SCC(=O)Nc4cc(C)on4)nn23)cc1	-3.8%	-0.3%	-1.6%	-4.2%	3.8%	-30.5%	9.1%	0.3%
COc1ccc(C(C(=O)NC(C)(C)C)N(C(=O)CNC(=O)c2cccs2)c2ccc(C)cc2)cc1OC (configuration not stated)	-12.2%	-0.2%	1.0%	-2.4%	-10.9%	10.0%	-13.6%[46.1 µM]	-5.5%
COc1ccc(/C=C(\NC(=O)c2ccc(OC)c(OC)c2)C(=O)NCCc2c[nH]c3ccccc23)cc1	-21.9%	2.2%	-1.1%	8.7%	-6.9%	-10.3%	-25.2%[46.1 µM]	1.1%
Oc1c(C(c2ccco2)N2CCN(C(c3ccccc3)c3ccccc3)CC2)sc2ncnn12 (configuration not stated)	?	?	-0.2%	0.1%	3.5%	-15.0%	?	2.4%
Clc1cccc(Oc2ncccn2)c1	12.2%	5.5%	-0.9%	3.4%	-4.1%	3.2%	9.9%	-5.4%
O=C(NCC(=O)N(Cc1ccco1)C(C(=O)NC1CCCC1)c1ccncc1)c1cccs1 (configuration not stated)	-4.4%	1.2%	0.0%	-15.2%	3.2%	-0.7%	-12.2%[46.1 µM]	8.0%
CS(=O)(=O)N(CC(=O)NC1CCCC1)c1ccc2c(c1)OCCO2	1.5%	-8.7%	-2.1%	0.2%	-7.1%	-0.4%	-5.0%[46.1 µM]	-2.3%
O=C(NCCCN1CCOCC1)c1ccccc1	-7.2%	-2.4%	0.0%	?	0.9%	-4.8%	-2.1%[46.1 µM]	7.1%
CCN(CC)S(=O)(=O)c1ccc(NC(=O)[C@@H](NC(=O)c2cc(OC)cc(OC)c2)C(C)C)cc1	-23.3%	-13.8%	-0.2%	-12.1%	-10.3%	-12.6%	-36.8%	4.7%
Cc1cc(F)ccc1S(=O)(=O)N1CCCOC1CNC(=O)C(=O)NCc1ccco1 (configuration not stated)	-6.3%	-6.9%	3.4%	2.2%	-0.6%	10.7%	3.5%	-0.4%
COc1ccccc1CNC(=O)c1ccc2nc3[nH]c4ccccc4c3nc2c1	-26.2%	7.6%	?	7.0%	-5.1%	15.8%	-9.9%	-2.9%
CCC(CCC(C)C1CCC2C3CC=C4CC(O)CC[C@@]4(C)C3CC[C@@]12C)C(C)C (some centres not stated)	-9.3%	·	4.0%	8.0%	0.2%	·	·	3.6%
CN(c1ccc(C(=O)Nc2cccc([N+](=O)[O-])c2)cc1)S(C)(=O)=O	-16.4%	-4.2%	-1.6%	-14.6%	-0.5%	-5.6%	1.6%	-2.8%
CCOC(=O)/C=C/c1cnn(-c2ccccc2)c1	5.9%	4.5%	0.0%	-1.5%	1.4%	3.9%	13.1%	5.1%
CCC(C)c1ccccc1NC(=O)COC(=O)C1=COCCO1 (configuration not stated)	2.1%	-0.7%	1.1%	4.1%	3.7%	4.9%	2.2%	8.5%
COc1ccc(CCNc2oc(-c3ccco3)nc2C#N)cc1	-26.0%	-5.4%	-0.8%	?	-1.7%	?	-12.7%[46.1 µM]	-6.6%
CC(C)CN(C(=O)COC(=O)c1ccccc1Sc1ccccc1C#N)C1CCS(=O)(=O)C1 (configuration not stated)	-10.0%	-3.2%	0.0%	-5.6%	3.4%	-1.4%	-2.7%	0.4%
Clc1ccccc1/C=C/c1ccnc2ccccc12	-18.7%	·	-0.3%	·	1.3%	-6.6%	9.8%[7.67 µM]	7.9%
COCC(=O)O[C@]1(CCN(C)CCCc2nc3ccccc3[nH]2)CCc2cc(F)ccc2[C@@H]1C(C)C	?	·	-0.1%&-1.2%&0.0%	-7.3%&4.5%	3.3%&-7.1%&-2.9%	7.3%	10µM*	-0.8%&5.2%&1.0%
CCOCCCNC(=S)N1CCCC(c2nc3ccc(C)cc3[nH]2)C1 (configuration not stated)	-2.6%	6.3%	3.3%	6.1%	-2.0%	6.8%	18.0%	-6.0%
COc1ccccc1NS(=O)(=O)c1cccc(N=C2N=C(N)c3ccccc32)c1	?	-3.8%	-1.6%	5.7%	-0.7%	8.2%	-16.2%	-3.9%
CC(C)(C)NC[C@@H](O)COc1ccccc1C1CCCC1	·	·	0.3%[16.9 µM]	-5.1%[20.9 µM]	-1.9%[29.1 µM]	·	·	3.9%[29.1 µM]
CC(C)(C)c1ccc(C(=O)CS(=O)(=O)c2ccccc2)cc1	-5.5%	-2.2%	1.4%	?	-1.0%	-2.8%	-19.8%[46.1 µM]	-6.3%
S=c1[nH]nc2nnc3ccccc3n12	-14.5%	·	1.1%	·	-2.7%	-28.2%	-29.0%	-4.3%
O=C(NC(Cc1ccccc1)C(=O)O)/C(=C/c1ccc(Cl)cc1)NC(=O)c1ccccc1 (configuration not stated)	-2.0%	-0.5%	-10.4%	-4.2%	-0.6%	2.5%	6.5%	-6.3%
